PfGluPho inh – PfG6PD (Plasmodium falciparum) enzyme inhibition | inhibition, % at 20 µM | PfGluPho enzyme, NADPH resazurin-diaphorase fluorescence | AID 504690 | actives 0.78% (n = 350,000);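 active = inhibition reaching at least a set limit at 20 µM in the primary screen, cut at about 59% in these data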;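 also: 0% = DMSO wells with substrate and 100% = DMSO wells lacking glucose-6-phosphate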
GRIN3A LBD mod – NR3A (human) ligand-binding domain modulation | NR3A LBD differential scanning fluorimetry, Tm shift; 0% = protein alone, 100% = glycine-bound protein | Tm shift relative to glycine control, % at 25 µM | actives 2.5% (n = 340,000) | AID 1259313;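 active = melting temperature shift of at least 10% of the positive control shift, at one fixed dose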
SENP1 FRET inh – inhibitors of human SENP1 SUMO protease catalytic domain; Q9P0U3; recombinant SENP1 catalytic domain, CyPet-SUMO1-YPet FRET cleavage; inhibition, % at 10 µM; actives 0.21% (n = 360,000);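 active = inhibition at least 30% at 10 µM, raw YFP signal under a set limit, fluorescence ratio 0.5 to 1.5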;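 also: 0% = enzyme with DMSO and 100% = no enzyme wells; some results filed as inactive read as strong as hits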
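material = recombinant human SENP1 catalytic domain, His6-tagged | quantity = 20 pM enzyme | reagent = 25 nM SUMO1 FRET substrate | compound dosing = 10 µM single point, 0.5% DMSO | timing = 50 min enzyme reaction, room temperature, light-protected | detection = FRET, CFP and YFP emission | control set = no-enzyme low, enzyme-DMSO high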
ATG4B inhibitor – ATG4B (human) cysteine protease inhibition; Q9Y4P1; ATG4B cleavage of LC3-PLA2, NBD-HPC fluorescence, 1 h; inhibition, % at 8.33 µM; actives 0.51% (n = 340,000); in the data active = inhibition above about 40%
Target sequence (Q9Y4P1 whole entry, looked up): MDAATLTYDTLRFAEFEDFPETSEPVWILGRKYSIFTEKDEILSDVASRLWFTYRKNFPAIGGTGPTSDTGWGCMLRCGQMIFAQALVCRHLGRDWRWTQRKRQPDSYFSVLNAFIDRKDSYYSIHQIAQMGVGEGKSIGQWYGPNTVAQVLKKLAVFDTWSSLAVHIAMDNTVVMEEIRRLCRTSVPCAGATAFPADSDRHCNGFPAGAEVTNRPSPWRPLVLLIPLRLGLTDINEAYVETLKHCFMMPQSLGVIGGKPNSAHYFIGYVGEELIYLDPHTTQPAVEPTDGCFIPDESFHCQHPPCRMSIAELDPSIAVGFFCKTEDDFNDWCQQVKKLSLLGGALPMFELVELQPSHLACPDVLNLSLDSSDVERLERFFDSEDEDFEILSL
hIAP act – human IAP activation; AID 2524; actives 0.16% (n = 330,000); purified human IAP, CDP-Star luminescence, 30 min; stronger effect = higher value; 1 = vehicle-only enzyme, 0 = enzyme-free background; activation factor at 10 µM; P09923;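 active = activation factor of the enzyme at least 2-fold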; also: the source names both 10 and 20 µM as test concentration; values of inactives mirror those of a sister screen read the other way
SENP6 block – inhibitors of human SENP6 protease | inhibition, % at 10 µM | actives 1.8% (n = 330,000) | Recombinant SENP6 catalytic domain, aminoluciferin luminescence | Q9GZR1;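 active = inhibition above about 50% at the single tested dose, limit read from the data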;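 also: plate controls were DMSO wells with enzyme for no effect and DMSO wells lacking enzyme for full effect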
Target sequence (Q9GZR1 628-1112 limits assumed): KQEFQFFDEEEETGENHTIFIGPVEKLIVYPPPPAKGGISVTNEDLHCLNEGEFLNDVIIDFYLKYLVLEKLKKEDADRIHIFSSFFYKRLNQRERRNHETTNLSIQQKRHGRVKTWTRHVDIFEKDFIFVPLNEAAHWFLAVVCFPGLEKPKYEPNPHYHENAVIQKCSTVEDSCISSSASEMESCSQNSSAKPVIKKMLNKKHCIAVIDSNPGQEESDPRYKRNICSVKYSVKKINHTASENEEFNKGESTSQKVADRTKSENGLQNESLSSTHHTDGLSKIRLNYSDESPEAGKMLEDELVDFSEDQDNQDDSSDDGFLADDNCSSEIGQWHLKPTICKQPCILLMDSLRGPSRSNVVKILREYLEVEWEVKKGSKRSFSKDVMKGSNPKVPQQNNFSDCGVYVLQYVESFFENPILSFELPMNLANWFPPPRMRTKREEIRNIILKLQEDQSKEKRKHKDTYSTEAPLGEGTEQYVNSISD
MPTP block – permeability transition pore inhibition | isolated mouse mitochondria, Ca2+ swelling absorbance, 30 min | actives 1.4% (n = 360,000) | inhibition, % at 10 µM | AID 602449;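 active = inhibition of 50% or more, scaled per plate between neutral and stimulator controls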;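 also: 0% = DMSO wells given calcium and 100% = 1 mM EGTA wells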
SENP8 inh – SENP8 (human) protease inhibition. Q96LD8. recombinant SENP8, Nedd8 substrate fluorescence. inhibition, % at 20 µM. actives 0.64% (n = 360,000); in the data active = inhibition mostly above about 40%, no sharp cut-off; inactive = mostly below about 27%
Target sequence (Q96LD8 whole entry, looked up): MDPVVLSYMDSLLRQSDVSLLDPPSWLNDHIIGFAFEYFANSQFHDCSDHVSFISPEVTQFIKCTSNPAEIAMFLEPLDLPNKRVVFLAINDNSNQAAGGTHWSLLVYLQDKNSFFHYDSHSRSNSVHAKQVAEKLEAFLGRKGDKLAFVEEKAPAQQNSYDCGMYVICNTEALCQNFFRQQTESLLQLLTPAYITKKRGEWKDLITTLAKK
Numbers without * were called inactive; i = inactive; · = not tested or not shown.

The first 3 records, to show the layout:
SMILES | PfGluPho inh | GRIN3A LBD mod | SENP1 FRET inh | ATG4B inhibitor | hIAP act | SENP6 block | MPTP block | SENP8 inh
CCOC(=O)c1cc(CC)sc1/N=C/C1=C(O)CCCC1=O | 16.2 | -6.4 | -82.9 | -1.2 | 1.08 | -18.7 | 5.2 | -35.6
CC(C)(C)c1ccccc1NC(=O)N1CCNC(=O)C1CC(=O)Nc1ccc(F)cc1 (stereo not drawn) | 54.7 | 1.6 | 1.3 | -4.0 | 1.23 | -8.6 | 1.1 | 9.5
O=c1c(-c2ccc(Cl)cc2)c[nH]n1-c1ccccc1 | 10.8 | -1.7 | 0.9 | 1.6 | 1.17 | 54.4* | 1.3 | -5.9

The listing, from the start:
SMILES | PfGluPho inh | GRIN3A LBD mod | SENP1 FRET inh | ATG4B inhibitor | hIAP act | SENP6 block | MPTP block | SENP8 inh
CCOC(=O)c1cc(CC)sc1/N=C/C1=C(O)CCCC1=O | 16.2 | -6.4 | -82.9 | -1.2 | 1.08 | -18.7 | 5.2 | -35.6
CC(C)(C)c1ccccc1NC(=O)N1CCNC(=O)C1CC(=O)Nc1ccc(F)cc1 (stereo not drawn) | 54.7 | 1.6 | 1.3 | -4.0 | 1.23 | -8.6 | 1.1 | 9.5
O=c1c(-c2ccc(Cl)cc2)c[nH]n1-c1ccccc1 | 10.8 | -1.7 | 0.9 | 1.6 | 1.17 | 54.4* | 1.3 | -5.9
Cc1ccccc1C(=O)c1cn[nH]c1-c1ccccc1O | 11.2 | 0.5 | 2.6 | -3.5 | 1.64 | -22.2 | 1.3 | 6.4
COc1ccc(NC(=O)CSCC(=O)N(C)Cc2ccc3c(c2)OCCO3)cc1 | 0.3 | -0.8 | 0.9 | -5.3 | 0.888 | 4.2 | 0.7 | 16.0
O=C(NCc1ccco1)c1ccc(COc2cc(Cl)ccc2Cl)cc1 | 4.3 | -0.6 | 2.6 | 34.0 | 0.891 | 0.9 | 4.1 | 7.8
CCCCCCCCCCCCCCCC(=O)OC/C=C(C)/C=C/C=C(C)/C=C/C1=C(C)CCCC1(C)C | -1.0 | -4.4 | -2.3 | 4.6 | 0.97 | 4.5 | 2.1 | 40.9*
COc1cc(S(=O)(=O)NC2CCCCC2C)ccc1-n1cnnn1 (stereo not drawn) | -11.5 | 1.9 | -1.2 | -4.0 | 0.996 | -8.1 | -0.6 | 8.1
CN(CC(=O)NCc1ccncc1)S(=O)(=O)c1ccc(Br)cc1 | -2.9 | 0.1 | 1.8 | 3.1 | 0.812 | -18.6 | -0.3 | 6.5
O=C(CN1C(=O)c2cccc3cccc1c23)N1CCN(Cc2ccc3c(c2)OCO3)CC1 | 5.5 | -4.4 | -35.1 | -8.2 | 1.11 | -10.1 | -2.2 | -393.3
O=C(Nc1ccccc1)/C(=C\c1ccc2c(c1)OCO2)NC(=O)c1ccco1 | -3.7 | 0.1 | -3.7 | -10.9 | 0.982 | -26.9 | -0.1 | -4.7
COc1ccc(S(=O)(=O)N(C)C[C@@H]2OCCCC[C@H](C)Oc3ccc(NC(=O)Nc4ccc(C(F)(F)F)cc4)cc3C(=O)N([C@H](C)CO)C[C@H]2C)cc1 | -9.7 | · | 1.0 | · | · | · | -0.1 | 2.6
C[C@@H]1CN(C(=O)c2ccc(OC3CCN(S(=O)(=O)N(C)C)CC3)cc2)C[C@H](C)O1 | -1.5 | 3.2 | -0.6 | 13.5 | 1 | -19.1 | -0.2 | 5.1
C=CCOc1c2ccc(C(=O)NCCc3ccc(C)cc3)cc2nn1C | 3.1 | -1.2 | -0.1 | -11.1 | 0.967 | -5.8 | -0.6 | -469.6
O=C(CSc1nc(C2CC2)nc2ccccc12)N1c2ccccc2Sc2ccc(C(F)(F)F)cc21 | 27.8 | -7.1 | -2.4 | 10.6 | 1.35 | -4.0 | 27.2 | -12.2
CC(=O)C(c1ccccc1)C(c1ccccc1)C(C)[N+](=O)[O-] (stereo not drawn) | -4.7 | -0.4 | 1.9 | -3.2 | 0.897 | 1.9 | -0.6 | 2.1
Nc1nc2n(n1)C(c1ccco1)CC(c1ccc(Cl)cc1Cl)N2 (stereo not drawn) | -7.7 | -3.9 | -4.2 | -6.9 | 0.95 | -4.0 | -1.1 | -148.1
Fc1ccccc1Nc1nc(Cl)nc(Cl)n1 | -9.5 | -0.6 | -1.1 | -8.8 | 1.01 | 17.7 | 1.3 | 16.0
CCOCCCn1c(C)nc2c(c1=O)c1nc3ccccc3nc1n2CCC1=CCCCC1 | 32.2 | 2.2 | -19.7 | -0.2 | 0.979 | -8.0 | -1.7 | -402.9
Cc1ccccc1SCC(=O)NCC1(N2CCCCC2)CCCCC1 | -16.9 | · | -7.8 | · | · | · | -2.1 | 7.3
CCOC(=O)c1c(NC(=O)Cn2nc(C(=O)O)c3ccccc3c2=O)sc(C)c1C | 6.7 | -0.9 | -6.7 | -5.6 | 0.96 | 0.1 | 1.1 | -8.0
O=S(=O)(Nc1ccccc1N1CCCCC1)c1cccs1 | 18.1 | 0.5 | 2.1 | 8.2 | 0.85 | -12.4 | 0.9 | 5.6
COc1cc2c(C(=O)NCCCN3CC(C)CC(C)C3)cn(CC(C)C)c(=O)c2cc1OC (stereo not drawn) | 3.9 | -1.7 | -0.8 | -8.2 | 0.893 | 1.4 | 1.5 | 13.0
O=c1[nH]c(NCCO)nc2c1C1(CCCCC1)Cc1ccccc1-2 | 23.0 | -22.1 | 2.8 | -6.3 | 1.17 | -18.5 | 2.4 | i
CN(C(=O)c1ccccc1C(=O)OCC(=O)c1ccc(F)c(F)c1)C1CCCCC1 | 5.0 | 1.8 | 1.1 | -4.8 | 0.816 | 1.2 | -0.5 | 1.2
CN(Cc1ccccc1)c1ncnc2ccc(Br)cc12 | 3.0 | -0.6 | -2.6 | -5.3 | 1.5 | 5.6 | 11.5 | -7.3
Cc1cc(C)n(-c2ccc(C(=O)NCCCN3CCOCC3)cc2)n1 | 11.4 | 0.1 | -1.3 | -4.4 | 0.931 | -0.8 | -0.2 | 8.3
COc1ccccc1N1C(=O)CC(c2ccccc2)CC1=O | -6.0 | -1.0 | 2.9 | 5.3 | 0.974 | 0.1 | 0.1 | 9.8
O=C(Cc1cccs1)NNC(=S)NC(=O)c1ccco1 | -11.9 | -4.9 | -1.7 | 1.2 | 1.73 | -17.5 | -0.3 | 5.7
Cc1c(NC(=O)c2cc(-c3ccccc3O)on2)c(=O)n(-c2ccccc2)n1C | -17.0 | -0.9 | -10.9 | -4.4 | 1.05 | -19.9 | -1.8 | 2.0
COCCN(C(=S)Nc1cc(C)cc(C)c1)C(C)c1cccnc1 (stereo not drawn) | -14.0 | 0.2 | 1.2 | 3.2 | 0.978 | -1.5 | -1.2 | 19.5
COC(=O)c1cc(Cl)c(NC(=O)/C=C/c2ccc(Cl)cc2)cc1OC | -7.0 | 0.1 | 2.8 | -7.4 | 1.04 | -0.3 | 3.1 | -38.6
Cn1c(-c2cccc([N+](=O)[O-])c2)[n+](C)c2ccccc21 | -2.2 | -0.4 | 0.8 | -1.0 | 1.2 | -42.1 | 2.0 | 6.5
CCOc1ccccc1NC(=O)COC(=O)c1cc(C)oc1C | 5.2 | 3.1 | 0.0 | -6.5 | 1.02 | -2.3 | -1.1 | 2.6
O=C1c2[nH]nc(-c3ccccc3O)c2C(c2cccc(O)c2)N1Cc1ccco1 (stereo not drawn) | -14.9 | -6.8 | 0.6 | -8.6 | 1.58 | -5.8 | -3.8 | 27.5
COc1ccc(CN(C)S(=O)(=O)c2ccc3c(c2)OCCO3)cc1 | 2.3 | 0.1 | -0.6 | 7.7 | 0.905 | 2.4 | -0.1 | 9.7
O=C(NCCC1CCCC1)C1CCC(=O)N(CCCN2CCCC2=O)C1 (stereo not drawn) | -11.1 | 0.7 | 2.2 | 16.2 | 0.855 | 14.6 | -0.3 | 14.0
CN(CC(=O)Nc1ccc(Cl)c(C(F)(F)F)c1)C(=O)C1CC(=O)N(CCc2ccccc2)C1 (stereo not drawn) | 10.9 | -7.3 | 2.3 | -10.1 | 1.05 | -9.3 | -1.0 | 5.5
COc1cc(C2c3c(-c4ccccc4)n[nH]c3C(=O)N2c2ccc(C(=O)O)cc2)ccc1O (stereo not drawn) | -11.5 | 0.3 | 1.9 | -8.6 | 0.902 | -14.2 | -1.2 | 10.9
CC1CCN(C(=O)CS(=O)(=O)Cc2ccccc2)CC1 | 8.2 | 1.0 | -0.9 | -10.9 | 0.846 | -15.9 | 0.2 | 9.6
CCC(C)Nc1c([N+](=O)[O-])cc(C)cc1[N+](=O)[O-] (stereo not drawn) | 35.8 | 3.5 | 6.2 | 3.9 | 0.98 | 2.7 | -0.9 | 24.7
Cc1ccccc1OCC(O)CN1CCCCC1 (stereo not drawn) | -20.0 | -8.8 | 2.7 | 6.6 | 1.08 | -64.6 | -0.2 | 8.1
Cc1ccc(Cl)cc1NC(=S)N(Cc1cccs1)C1CCCC1 | 18.9 | -4.7 | 3.2 | 4.9 | 1.13 | 1.0 | 1.7 | -3.6
CC(=O)O[C@H]1[C@H](O)[C@H](Oc2c(O)c(C)c3c4c2[C@@H](C)CC[C@@H]4[C@@H](C)C[C@H]3C=C(C)C)O[C@@H](C)[C@H]1O | 20.5 | 2.1 | -0.9 | -4.7 | 1.24 | -25.6 | 0.3 | 1.2
CCOc1ccc2nc(NC3=NC(C)(C)C=C(C)N3)nc(C)c2c1 | 10.6 | -1.2 | -15.9 | -1.9 | 1.1 | -16.6 | 86.2* | -126.9
COC(=O)c1sccc1NC(=O)c1ccc(Cl)cc1 | -12.3 | 1.7 | 1.5 | 0.8 | 1.07 | 3.8 | -0.4 | 1.7
COc1ccc(C(C(=O)NCCC(C)C)N(CCO)C(=O)c2snc(C(N)=O)c2N)cc1OC (stereo not drawn) | 18.1 | -1.4 | -0.6 | -3.6 | 1.26 | -6.5 | -1.9 | -253.7
N#Cc1cc2cc3c(cc2nc1N1CCOCC1)OCO3 | -0.2 | 0.3 | -32.2 | -2.3 | 0.953 | -10.6 | 0.1 | -488.6
CC(=O)c1cccc(NC(=O)Cc2cccs2)c1 | 1.0 | 0.2 | -12.2 | 5.5 | 0.813 | -11.1 | -0.5 | 3.9
O=C(Nc1cc(Br)ccc1O)c1cnn2c(C(F)F)cc(C3CC3)nc12 | 8.4 | 14.3* | 1.6 | 1.4 | 0.91 | 7.0 | 4.8 | 4.2
CC(=O)c1ccc(NC(=O)CCSCCC(=O)Nc2ccc(C(C)=O)cc2)cc1 | -4.2 | -13.0 | -0.9 | 7.7 | 0.94 | -7.0 | -1.1 | 29.6
OCCNc1nc(Nc2cc(Cl)ccc2OC2CCCC2)nc(N2CCCC2)n1 | 31.1 | -4.1 | 3.9 | 7.6 | 0.887 | -12.3 | 1.0 | 11.1
O=C(CSc1n[nH]c(-c2ccccn2)n1)Nc1ccccc1F | -16.6 | -1.3 | 2.1 | -2.0 | 1.2 | -5.6 | -0.3 | 13.2
O=C(CCc1nnc(CCC2CCCCC2)o1)NCCn1cccn1 | 2.2 | 0.3 | 1.5 | 1.7 | 1.29 | -24.4 | -1.6 | 10.3
COc1ccccc1NC(=O)C(C)OC(=O)c1cccc(-n2cnnn2)c1 (stereo not drawn) | -6.1 | -1.2 | 2.8 | 0.4 | 1.15 | -11.7 | -1.5 | -46.0
Cc1n(C)c2cc(Cl)ccc2[n+]1Cc1ccccc1 | 6.8 | -1.0 | 2.4 | -1.0 | 1.02 | 7.6 | 0.4 | 8.9

Record cards, from the list above. Values in the order: PfGluPho inh, GRIN3A LBD mod, SENP1 FRET inh, ATG4B inhibitor, hIAP act, SENP6 block, MPTP block, SENP8 inh
C[C@@H]1CN(C(=O)c2ccc(OC3CCN(S(=O)(=O)N(C)C)CC3)cc2)C[C@H](C)O1 in the list: -1.5, 3.2, -0.6, 13.5, 1, -19.1, -0.2, 5.1
O=S(=O)(Nc1ccccc1N1CCCCC1)c1cccs1 in the list: 18.1, 0.5, 2.1, 8.2, 0.85, -12.4, 0.9, 5.6
